GRP78 ERSR act: ER stress response induction in glioma | Potency, µM, without a hit: top-dose activation, most hits filed as activators | AID 602332 | 0.02% of 420,000 active | U87-MG GRP78 promoter luciferase reporter, 16 h; also: potency is read from the fitted curve at half-maximal effect; series mostly up to about 76 µM; % of control where 0% means no effect; nearly all actives have a fitted effect of over 35% in size
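Stably transfected U87-MG glioma cells carrying a GRP78-based luciferase sensor; 16 h compound incubation. Luminescence end-point read 10 min after Bright-Glo addition at room temperature.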
Pol iota inh: inhibitors of human DNA polymerase iota; Pol iota fluorescent replication assay, 10 min; AID 588590; 1% of 390,000 active; Q9UNA4; Potency, µM (top dose mostly 115 µM), for inactives: at the top dose activity, negative = inhibition, most hits filed as inhibitors; also: potency is read from the fitted curve at half-maximal effect
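Fluorescent replication assay read twice, at 0 min and 10 min after adding 50 nM (final) substrate. Enzyme (10 nM) and compounds were first incubated 15 min at room temperature; enzyme-free buffer wells were negative controls.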
APEX1 inh: blocks human APE1 abasic DNA cleavage. recombinant APE1, TAMRA/BHQ-2 abasic DNA cleavage fluorescence. 0.35% of 350,000 active. Potency, µM (titrated, usually from 65.8 µM), inactives show at the highest dose activity change, negative = inhibition, usual class: inhibitors. AID 2517;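 also: potency is read from the fitted curve at half-maximal effect; plate controls were vehicle for no effect and reference inhibitor for full effect; nearly all actives have a fitted effect of over 55% in size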
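Compound pre-exposure to 0.75 nM APE1, 15 min at ambient temperature. Reaction initiated with 50 nM TAMRA/BHQ-2 THF substrate, read immediately in kinetic mode, 525 nm excitation, 598 nm emission.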
Pol eta inh: blocks human DNA polymerase eta activity; Q9Y253; AID 588591; recombinant Pol eta, fluorescent DNA replication assay; 1.2% of 390,000 active; Potency, µM (top dose mostly 114 µM), without a hit: at the highest dose activity change, negative = inhibition, actives largely listed as inhibitors; also: potency is read from the fitted curve at half-maximal effect; % is scaled to controls: 0 for no effect and ±100 for the full control effect
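Fluorescent replication assay: 50 nM final substrate added after a 15 min room-temperature compound preincubation with 10 nM enzyme. Signal taken at 0 min and again at 10 min.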
Pol beta inh: DNA polymerase beta (human) inhibition. Potency, µM (series often up to 114 µM), inactives show top-dose activity change, negative = inhibition, actives largely listed as inhibitors. Pol beta primer extension/strand displacement, fluorescence kinetic. P06746. 1.3% of 340,000 active; also: potency is read from the fitted curve at half-maximal effect; % is scaled to controls: 0 for no effect and ±100 for the full control effect
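Pol beta (10 nM) was preincubated with compound for 15 min at room temperature. The reaction was then started with 50 nM substrate and read immediately and after a further 10 min at room temperature.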
BLM inh: inhibitors of human Bloom syndrome helicase BLM; P54132; recombinant BLM DNA unwinding, fluorescence dequenching; Potency, µM (titrated, usually from 56.1 µM), inactives show at the highest dose activity change, negative = inhibition, usual class: inhibitors; 0.2% of 350,000 active;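 also: potency is read from the fitted curve at half-maximal effect; plate controls were vehicle for no effect and no enzyme for full effect; nearly all actives have a fitted effect of over 35% in size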
Target sequence (P54132 whole entry, looked up): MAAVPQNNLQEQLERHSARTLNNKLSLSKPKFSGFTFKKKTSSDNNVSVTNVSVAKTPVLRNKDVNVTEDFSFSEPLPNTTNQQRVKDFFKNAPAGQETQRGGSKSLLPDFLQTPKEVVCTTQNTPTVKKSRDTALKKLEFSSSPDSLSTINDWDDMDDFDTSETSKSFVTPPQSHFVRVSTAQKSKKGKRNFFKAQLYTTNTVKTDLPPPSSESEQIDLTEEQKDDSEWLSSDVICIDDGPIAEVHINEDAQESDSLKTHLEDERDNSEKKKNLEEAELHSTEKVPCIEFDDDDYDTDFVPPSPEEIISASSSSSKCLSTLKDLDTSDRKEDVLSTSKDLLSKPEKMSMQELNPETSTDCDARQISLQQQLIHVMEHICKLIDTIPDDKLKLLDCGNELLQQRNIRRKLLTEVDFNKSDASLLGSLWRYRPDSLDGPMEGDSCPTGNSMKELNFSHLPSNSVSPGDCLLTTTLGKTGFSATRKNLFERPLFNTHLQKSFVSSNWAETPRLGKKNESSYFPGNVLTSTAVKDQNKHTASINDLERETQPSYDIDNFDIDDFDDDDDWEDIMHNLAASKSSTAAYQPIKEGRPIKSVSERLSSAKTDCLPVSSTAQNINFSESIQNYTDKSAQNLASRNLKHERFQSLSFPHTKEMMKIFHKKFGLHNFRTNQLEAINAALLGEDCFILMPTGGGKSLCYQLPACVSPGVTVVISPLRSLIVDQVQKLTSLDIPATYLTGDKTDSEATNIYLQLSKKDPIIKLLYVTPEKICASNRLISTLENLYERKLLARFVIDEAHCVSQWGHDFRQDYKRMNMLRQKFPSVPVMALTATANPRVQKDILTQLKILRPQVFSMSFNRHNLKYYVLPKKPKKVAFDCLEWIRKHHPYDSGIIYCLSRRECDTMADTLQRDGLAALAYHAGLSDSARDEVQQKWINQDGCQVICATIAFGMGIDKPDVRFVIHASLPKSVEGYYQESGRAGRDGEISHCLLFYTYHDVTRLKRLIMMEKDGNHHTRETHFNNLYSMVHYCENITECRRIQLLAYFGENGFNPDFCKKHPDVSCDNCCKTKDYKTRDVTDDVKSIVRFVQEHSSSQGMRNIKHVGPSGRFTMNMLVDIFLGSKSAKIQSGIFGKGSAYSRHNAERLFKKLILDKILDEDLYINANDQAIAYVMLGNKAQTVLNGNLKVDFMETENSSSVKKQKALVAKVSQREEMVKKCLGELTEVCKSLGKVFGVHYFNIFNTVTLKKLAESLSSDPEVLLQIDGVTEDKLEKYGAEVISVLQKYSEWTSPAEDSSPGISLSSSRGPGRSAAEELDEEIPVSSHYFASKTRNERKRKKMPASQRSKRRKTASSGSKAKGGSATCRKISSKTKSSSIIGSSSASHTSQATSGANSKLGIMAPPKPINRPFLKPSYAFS
LDHA block: blocks human lactate dehydrogenase A. P00338. purified LDHA, NADH/diaphorase-resazurin fluorescence; hits give low values. activity change, % (values are at about 110 or 230 µM). 0.15% of 480,000 active. AID 1347041; in the data active = activity change below about -30%; inconclusive = mostly about -25% to -30%;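 also: plate controls were DMSO wells for no effect and wells without enzyme for full effect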
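Human LDH5 (2 nM) was incubated with 0.06 mM NADH and 0.2 mM pyruvate for 5 min at room temperature in Tris pH 7.4. Remaining NADH was coupled through diaphorase/resazurin, and resorufin fluorescence was read at 0 and 20 min.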
Anesthetic bind: candidate novel general anesthetic via apoferritin binding; P02791; apoferritin/1-aminoanthracene competitive binding, fluorescence; Potency, µM (top dose mostly 77.5 µM), without a hit: at the highest dose activity change, negative = displacement, hits mostly inhibitors; 0.074% of 350,000 active; also: potency is read from the fitted curve at half-maximal effect; % is scaled to controls: 0 for no effect and ±100 for the full control effect; nearly all actives have a fitted effect of over 20% in size
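Apoferritin-based anesthetic binding model; compound displacement of fluorescent 1-AMA measured as endpoint fluorescence after 10 minutes at room temperature, scaled to free-ligand and complex controls.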
Pol kappa inh: DNA polymerase kappa (human) inhibition; Q9UBT6; purified Pol kappa, fluorescent DNA synthesis assay, 10 min; Potency, µM (series often up to 107 µM), for the others: top-dose activity, negative = inhibition, most hits filed as inhibitors; 0.53% of 400,000 active; AID 588579; also: potency is read from the fitted curve at half-maximal effect; % is scaled to controls: 0 for no effect and ±100 for the full control effect
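First, compounds were pin-transferred onto 10 nM Pol kappa. After 15 min at room temperature, substrate was added to 50 nM final. Fluorescence was then measured kinetically at 0 and 10 min.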
The depositor's hits bear a star; ? = inconclusive; . = not tested or not shown; & = joins results of further samples; [ ] = another dose, or the depositor's remark. Unless noted, calls follow the shape of the dose curve; as a rule, active = well fitted curve in the direction sought with a large enough effect; inconclusive = small, poorly fitted or top-dose-only effect, or another doubt; inactive = no such curve, though single readings can be large; an effect the other way counts as inactive or inconclusive. Only part of the results is shown. The share of hits here may be higher or lower than overall.

Values run as follows: GRP78 ERSR act | Pol iota inh | APEX1 inh | Pol eta inh | Pol beta inh | BLM inh | LDHA block | Anesthetic bind | Pol kappa inh
- CC(=O)Nc1cccc(NC(=O)CSc2ccc(-c3ccco3)nn2)c1
    5% | 22µM* | -3% | 18µM* | 25µM* | -16% | 16 | -20% | ?
- NC(=O)CN1CCN(Cc2ccc3c(c2)OCO3)CC1
    -3% | 88%[activator] | 9% | -1% | 6% | -5% | -4 | 1% | -13%
- CC1CCCN(S(=O)(=O)c2ccc3[nH]c(=O)cc(C(=O)NCCc4ccc(Cl)cc4)c3c2)C1 (stereo unspecified)
    -5% | 4% | . | -11% | 1% | 1% | -1 | -6% | 2%[60.1 µM]
- CN(C)c1ccc(CN2CCCC(O)C2)cc1 (stereo unspecified)
    -5% | 21% | -4% | -10% | 16% | 1% | 14 | -7% | -8%
- CCOc1ccc(CCNC(=O)COC(=O)Cn2cnc3c2c(=O)n(C)c(=O)n3C)cc1OCC
    -3% | 21% | 49%[activator] | -17% | . | . | -1 | . | -3%
- OCCNCC(O)Cn1ccc2ccccc21 (stereo unspecified)
    -2% | 21% | -3% | -6% | -8% | 2% | 0 | -4% | 2%
- CCc1ccc(NCc2cc3cc4c(cc3n(CC(=O)Nc3ccc(OC)cc3)c2=O)OCO4)cc1
    1% | 19% | . | -1% | 2% | -5% | 6 | 5% | -13%[60.1 µM]
- Cc1ccc(S(=O)(=O)NNC(=O)c2ccncc2)cc1[N+](=O)[O-]
    -4% | ? | 0% | ? | 1% | -4% | 10 | -7% | -19%
- CC(C)OC(=O)CC(=O)CSc1nc2c(cc1C#N)CCCCCC2
    -1% | -2% | -7% | -9% | -9% | -1% | 1 | -14% | -3%
- O=C(NC(=S)NCc1ccccc1Cl)c1cccs1
    -2% | 8% | 16% | -12% | . | . | -5 | . | -7%
- Cc1cc(NC(=O)COC(=O)c2cnccn2)ccc1Br
    -1% | 14% | -5% | -15% | . | . | 0&11 | . | 7%
- Cn1nnc2c[n+](CC(=O)c3ccc4ccccc4c3)cc(Br)c21
    0% | 83%[activator] | 4% | -9% | -5% | -4% | 2 | 0% | -7%
- COc1cccc(CNCCSc2nnnn2C)c1OCc1ccccc1Cl
    -2% | -2% | . | -17% | 14% | -5% | 4 | -14% | 8%
- Cc1ccc2c(C)c(C(=O)N(Cc3ccncc3)CC3CCCO3)oc2c1C (stereo unspecified)
    -3% | 19% | 7% | -4% | 16% | -12% | -9 | -5% | -20%
- COc1ccc(S(=O)(=O)N2CCCCCC2)cc1C(=O)OCC(=O)Nc1cc(C)on1
    . | . | 16% | . | 18% | -3% | . | -2% | .
- Cc1ccc(Nc2ccc(-n3ccnc3)nn2)cc1C
    4% | -1% | 2% | -13% | 0% | -4% | -5 | -11% | 2%
- O=C(NCCn1cc(SCc2ccccc2Cl)c2ccccc21)c1cccs1
    1% | 0% | . | -17% | 4% | -10% | 1 | 40%[activator] | 2%
- COCCn1nnnc1CN1CCOCC1
    0% | 26% | 0% | 12% | 15% | -1% | -4 | -13% | -4%
- Cc1cccnc1NC(=S)NC(=O)c1cncc(Br)c1
    4% | ? | -3% | -12% | 20% | 1% | 3 | -13% | 0%
- Cc1cccc(C(CC(=O)N2CCCC2)c2ccccc2)c1O (stereo unspecified)
    0% | -3% | -9% | -9% | 26% | 2% | -7 | -8% | -14%
- COc1ccc(/C=N/NC(=S)Nc2ccccc2)cc1COc1ccc(F)cc1
    -4% | 17% | 27% | 1% | 19% | 1% | -7 | -1% | 12%
- Cc1ccc(/C=N/NC(=O)Cc2c(F)cccc2Cl)s1
    8% | -22% | 24% | 4% | ? | -9% | -3 | -23% | -7%
- O=C(O)c1ccc(NC2=C(N3CCOCC3)C(=O)c3ccccc3C2=O)cc1
    -1% | ? | -5% | 0% | ? | -4% | 26 | -3% | -11%
- COc1cccc(NC(=O)CCC2CCN(C(=O)c3cccc(NC(C)=O)c3)CC2)c1
    -3% | 19% | 34% | -12% | 1% | -7% | 2 | -8% | 2%
- CC(C)Cc1nc(SCC(=O)NCc2ccccc2)n[nH]1
    -1% | 6% | 1% | -13% | 8% | 3% | -1 | -13% | -5%
- CCN(CC(=O)Nc1cccc(F)c1)CC(=O)Nc1ccccc1OC
    -4% | 28% | -2% | -7% | 5% | -8% | -1 | -12% | 2%[60.1 µM]
- Cc1ccc(S(=O)(=O)N2CCOC23CCN(C(=O)C(=O)NCCC(C)C)CC3)cc1
    -4% | -7% | 8% | -1% | . | . | -8 | . | -5%
- c1cncc(CNc2ncnc3ccc(-c4ccc5c(c4)OCCO5)cc23)c1
    -3% | -20% | -20%&6% | -7% | . | . | -2 | . | -1%
- COc1ccc(C2N(c3cc(Cl)ccc3OC)C(=O)C3CCCN32)c(OC)c1 (stereo unspecified)
    -2% | 27% | 22% | -21% | 22% | -1% | -10 | -14% | -1%
- CC1CCC2(CC1)NC(=O)N(CC(=O)N1CCN(c3ccccc3)CC1)C2=O (stereo unspecified)
    -3% | 25% | -1% | -20% | . | . | -9 | . | 0%
- COc1ccc(C(=O)CSc2ncn[nH]2)cc1OC
    5% | ? | 2% | -9% | 14% | 3% | -5 | -10% | -3%
- O=C(COc1ccccc1)NCC(=O)N/N=C/c1cc(Br)ccc1OCc1ccccc1
    -2% | -26% | -5% | -11% | 23% | -4% | -7 | -2% | -11%
- O=C(OCCN1C(=O)c2ccccc2C1=O)c1cccc(OC(F)F)c1
    -3% | 12% | -5% | -15% | 5% | -5% | -7 | ? | -15%
- CNC(=S)N/N=C/c1ccccc1Cl
    3% | 17% | 3% | -26% | -2% | 3% | -5 | -9% | -14%
- COc1ccc(C(CNC(=O)c2ccc(OCc3c(C)noc3C)cc2)N2CCCC2)cc1 (stereo unspecified)
    -2% | 13% | -14% | -16% | . | . | 0 | . | 13%
- O=C(Sc1nnnn1C1CCCCC1)c1cccs1
    . | . | 3% | . | -8% | 2% | . | 3% | .
- COC(=O)c1cn(C(=O)c2ccc(OC)c(OC)c2)c2ccccc12
    1% | 7% | -1% | 0% | -23% | -2% | 2 | -19% | -1%
- COc1ccc(-c2ccc(=O)n(CC(=O)Nc3cccc(O)c3)n2)cc1OC
    2% | -3% | 8% | -16% | 7% | -6% | 5 | ? | -10%
- CCOCCn1c2ccccc2c2nc3ccccc3nc21
    -1% | 0% | 36% | -18% | -20% | -1% | 2 | -6% | 19%
- CN1C/C(=C\c2ccc(N3CCOCC3)cc2)C(=O)/C(=C/c2ccc(N3CCOCC3)cc2)C1
    8% | 24% | 3% | -13% | -12% | -1% | 0 | -4% | -7%
- O=C(Nc1ncnc2nc[nH]c12)c1ccccc1
    8%&-1% | 55%&7%[activator] | . | . | . | . | 2&-4 | . | 11%&-14%
- CC(NC(=O)Cn1cnnn1)c1cccc(C(F)(F)F)c1 (stereo unspecified)
    -2% | 48%[activator] | 5% | -13% | 15% | -2% | -4 | -2% | -11%
- Cc1c(CCC(=O)NCCC(=O)O)c(=O)oc2cc3occ(-c4ccccc4)c3cc12
    -8% | 6% | -8% | 10% | 27% | 3% | -1 | -1% | -13%
- CC(C)C[C@H](NC(=O)c1nc[nH]c1C(=O)N[C@@H](CC(C)C)C(=O)OC(C)(C)C)C(=O)OCc1ccccc1
    7% | 13% | -3% | -22% | 1% | -16% | 2 | -14% | -9%
- COC(=O)c1cccc(S(=O)(=O)N2CCC(n3nnc4cc(F)ccc43)CC2)c1
    -2% | -9% | 3% | -14% | 5% | 1% | -1 | -4% | -6%
- COc1cccc(CN(C)CC(=O)NCc2ccc(F)cc2)c1OC
    -5% | 9% | 2% | -23% | 8% | -3% | -5 | 3% | 5%
- O=S(=O)(Nc1ccc(N2CCCCC2)cc1)c1ccc(F)cc1
    1% | 38%[activator] | 13% | -26% | 20% | -7% | 0 | -11% | -4%
- CCCCn1c(CN2CCN(C(=O)c3ccco3)CC2)nc2c1c(=O)n(C)c(=O)n2C
    -4% | 93%[activator] | -4% | -9% | -29% | 1% | -9 | 1% | -15%
- O=c1c2[nH]c3ccc(F)cc3c2ncn1CCCn1ccnc1
    -1% | 33%[activator] | -9% | -6% | 36% | -7% | -10 | -8% | 3%
- COc1cccc(NC(=O)c2cccnc2)c1
    -5% | 33%[activator] | -4% | -13% | 7% | 0% | -5 | -6% | -17%

(further entries)
Values run as follows: GRP78 ERSR act | Pol iota inh | APEX1 inh | Pol eta inh | Pol beta inh | BLM inh | LDHA block | Anesthetic bind | Pol kappa inh
- CC(C)CNc1nc(S(=O)(=O)c2ccccc2)c(Cl)s1
    -4% | 94%[activator] | -4% | -23% | 2% | -7% | -7 | -22% | -18%
- CCn1c(SCc2nc3ccccc3c(=O)[nH]2)nnc1C(C)NC(=O)c1ccccc1F (stereo unspecified)
    -3% | 37%[activator] | ? | 3% | -3% | 1% | -7 | -8% | -12%
- Cc1cc(C)cc(C(=O)N2CC(C)SC2=Nc2cccc(S(=O)(=O)N(C)C)c2)c1 (stereo unspecified)
    0% | 156%[activator] | 4% | -13% | -2% | -2% | -1 | -8% | -17%
- CC(=O)c1ccc(NC(=O)C[n+]2cccc(C)c2)cc1
    -3% | 22% | 24% | -3% | 32% | -7% | -3 | -4% | -8%
- Cc1occc1C(=O)O/N=C(\N)c1ccc(Cl)cc1
    0% | 26% | -2% | -7% | 19% | 0% | -7 | -13% | -5%
- COc1ccc(Nc2ncnc3c2cnn3Cc2ccc(C)cc2)cc1
    -2% | 1% | -3% | -3% | 3% | -7% | -1 | ? | -10%
- COc1ccc(S(=O)(=O)N(Cc2ccccc2)c2ccccc2C(=O)N2CCOCC2)cc1
    -3% | 113%[activator] | -6% | -4% | 67% | 1% | 1 | -8% | 0%
- O=C(NC(Cc1ccc(F)cc1)C(=O)O)c1ccccc1 (stereo unspecified)
    -5% | 19% | -1% | -7% | 1% | 0% | -5 | -1% | -15%
- CCc1ccc(CC)c(S(=O)(=O)Nc2ccc(O)c(C(=O)O)c2)c1
    -7% | -29%[58.9 µM] | -2% | -3% | -8% | -4% | 8 | -4% | -10%
